# Source: PubChem (several laboratories)
# GPR7 antagonist: GPR7 receptor antagonists, primary screen, cell-based, fluorescence, single concentration; Neuropeptides B/W receptor type 1 (Homo sapiens), P48145; GPR7-expressing cells, fluorescence antagonist assay; inhibition, % at 4.4 µM; hit rate 1.1% among 290,000; AID 1861, 2009; in the data active means inhibition above about 16%, passing the limit was not always enough;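 further: cells stimulated with the agonist NPW; 0% = agonist with vehicle and 100% = vehicle without agonist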
# IMP-1 inhibitor: IMP-1 metallo-beta-lactamase inhibitors, primary screen, biochemical, epi-absorbance readout, Pseudomonas aeruginosa enzyme | purified IMP-1, nitrocefin hydrolysis, epi-absorbance fluorescence | inhibition, % at 5.6 µM | metallo-beta-lactamase IMP-1 (Pseudomonas aeruginosa) | hit rate 0.45% among 290,000;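 active means inhibition above the mean plus 3 SD of all compounds in the same screening run, cut at about 4.5% in these data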;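 further: 0% = IMP-1 with DMSO and 100% = DMSO wells lacking enzyme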
#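 System: purified recombinant IMP-1 beta-lactamase. Medium: Zinc- and detergent-supplemented HEPES buffer, pH 7.1. Compound: one 5.6 µM dose […]. Schedule: 15 min preincubation plus 25 min reaction at 25 °C. Technique: Epi-absorbance fluorescence, 480 nm excitation, 530 nm emission.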
# V1R ag counter: agonists of human V1a receptor, primary screen, counter-screen for OXTR agonist project, fluorescence, CHO-V1R cells; Vasopressin V1a receptor (Homo sapiens), P37288; Fluo-8 calcium fluorescence, agonist mode; 0% DMSO, 100% 3 nM vasopressin; activation, % at 3 µM; hit rate 0.25% among 320,000; AID 2797, 2010;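 active means activation above the mean activation of all tested compounds plus 3 SD, per screening run, cut at about 20% in these data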;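 further: signal is peak over basal fluorescence ratio across a 100 second FLIPR read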
# NS3 helicase inh: inhibitors of HCV NS3 helicase, primary screen, biochemical, Cy5 molecular beacon fluorescence | NS3 helicase DNA unwinding | hit rate 0.56% among 290,000 | Hepatitis C virus NS3 helicase | inhibition, % at 10.9 µM | AID 1800, 2009;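 active means inhibition above the mean of all tested compounds plus 3 SD, set per campaign, cut at about 35% in these data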;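 further: 0% = DMSO wells and 100% = thioflavine S control wells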
#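 assay system = NS3 helicase fragment of HCV | buffer or medium = MOPS pH 6.5, MgCl2, DTT, Tween20, BSA | timing = 60 min unwinding reaction at 25 °C after ATP addition | signal = Cy5 beacon fluorescence read at start and 1 h | read-out basis = % inhibition of unwinding | control set = low DMSO, high thioflavine S at 110 µM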
# OXTR agonist: human OXTR agonists, primary screen, fluorescence, CHO-OTR cells, Fluo-8 calcium. Fluo-8 calcium fluorescence; normalized: DMSO 0%, oxytocin 100%. activation, % at 3 µM. hit rate 0.32% among 320,000. Oxytocin receptor (Homo sapiens), P30559;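 active means activation above the mean of all tested compounds plus 3 SD, cutoff set per screening run, cut at about 20% in these data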;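 further: peak over basal fluorescence ratio from a 100 s FLIPR kinetic read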
# Target sequence (P30559 whole entry, looked up): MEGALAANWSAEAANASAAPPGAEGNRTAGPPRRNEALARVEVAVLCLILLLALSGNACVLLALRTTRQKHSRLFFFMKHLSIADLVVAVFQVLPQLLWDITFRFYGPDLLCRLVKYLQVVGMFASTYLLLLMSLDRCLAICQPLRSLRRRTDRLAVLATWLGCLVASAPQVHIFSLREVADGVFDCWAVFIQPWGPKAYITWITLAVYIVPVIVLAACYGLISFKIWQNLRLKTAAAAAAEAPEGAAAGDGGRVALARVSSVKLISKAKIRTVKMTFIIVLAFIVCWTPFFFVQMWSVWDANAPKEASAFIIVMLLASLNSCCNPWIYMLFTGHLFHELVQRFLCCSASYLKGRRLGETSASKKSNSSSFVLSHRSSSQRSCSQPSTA
# FID counter: compounds displacing fluorescent DNA intercalator, primary screen, artefact control for HCV NS3 helicase inhibitor project, biochemical, FID fluorescence; AID 1845, 2009; inhibition, % at 7.9 µM; DNA fluorescent intercalator displacement; hit rate 0.17% among 290,000; in the data active means inhibition above about 37%;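 further: 0% = vehicle and 100% = reference compound; higher means more ethidium bromide displaced from hairpin DNA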
# PHOSPHO1 block: PubChem AID 1565; Phosphoethanolamine/phosphocholine phosphatase (Homo sapiens), Q8TCT1; recombinant PHOSPHO1, absorbance phosphatase assay; inhibition, % at 13.3 µM; hit rate 1.1% among 290,000; in the data active means inhibition above about 60%
# Target sequence (Q8TCT1 whole entry, looked up): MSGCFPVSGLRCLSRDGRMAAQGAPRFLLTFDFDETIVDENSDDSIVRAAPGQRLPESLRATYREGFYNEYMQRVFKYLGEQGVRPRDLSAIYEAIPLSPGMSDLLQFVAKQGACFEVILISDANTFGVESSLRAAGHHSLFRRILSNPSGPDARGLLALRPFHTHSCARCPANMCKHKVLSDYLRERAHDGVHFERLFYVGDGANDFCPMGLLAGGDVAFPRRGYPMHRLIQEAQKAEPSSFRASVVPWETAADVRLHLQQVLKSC
# VIM-2 inhibitor: VIM-2 metallo-beta-lactamase inhibitors, primary screen, biochemical, epi-absorbance readout, Pseudomonas aeruginosa enzyme | purified VIM-2, nitrocefin hydrolysis, epi-absorbance fluorescence | inhibition, % at 5.6 µM | hit rate 0.89% among 290,000 | AID 1527, 2009;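 active means inhibition above the mean of all tested compounds plus 3 SD, cutoff set per screening run, cut at about 7.5% in these data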;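 further: red hydrolysis product quenches plate fluorescence so inhibitors raise well fluorescence; 0% = enzyme with DMSO and 100% = DMSO without enzyme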
# GalR3 antagonist: GalR3 antagonists in HEK293 cells, primary screen, cell-based, fluorescence readout; Galanin receptor type 3 (Homo sapiens), O60755; HEK293 GalR3-CNG cAMP membrane potential fluorescence; galR3 body fused to GalR1 C-terminus; inhibition, % at 3 µM; hit rate 0.44% among 360,000; AID 651719, 2012;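 active means inhibition above the screen-wide average plus 3 SD, cut at about 13% in these data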;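 further: forskolin and galanin both at EC90 stimulate the cells; cAMP rise reported by CNG channel membrane potential dye signal; 0% = forskolin plus galanin with DMSO and 100% = forskolin alone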
# * marks the source's active call; other numbers are inactive results; x = not tested or not shown.
SMILES,GPR7 antagonist,IMP-1 inhibitor,V1R ag counter,NS3 helicase inh,OXTR agonist,FID counter,PHOSPHO1 block,VIM-2 inhibitor,GalR3 antagonist
Cc1cccc(N2CCN(S(=O)(=O)c3c(C)[nH]c(C)c3C(=O)N3CCCC3)CC2C)c1 (stereo unspecified),-21,-2.1,0.3,-4,0.2,-35,22,-2.6,5
NC(=O)c1c(NC(=O)c2cccnc2Cl)sc2c1CCCC2,-3,-2.4,-0.2,-6,-1.1,-8,-9,-4.0,-3
Cc1cc(C)nc(SCc2cc(=O)c(OC(=O)c3ccc(Br)o3)co2)n1,-9,-1.9,0.5,2,-1.3,-2,-1,0.9,10
O=C(CN1CCCCC1)N1CCN(S(=O)(=O)c2ccccc2)C1,13,0.7,2.2,-1,0.0,-8,15,2.2,-7
Cc1ccc(S(=O)(=O)N2C(=O)CCC2C(=O)Nc2ccc3c(c2)OCCO3)cc1 (stereo unspecified),-12,-3.8,0.9,-5,-0.3,-3,-23,-3.6,-4
Cc1ccnc(NC(=O)COc2ccc(Cl)cc2)n1,19*,-1.5,1.0,-3,0.8,0,16,-0.6,-4
COc1ccc(C)cc1NC(=O)C1CCCN(S(=O)(=O)c2ccc(-n3cnnn3)cc2)C1 (stereo unspecified),16,-1.7,1.2,2,1.9,-35,14,-0.1,-6
C[C@H](NC(=O)N1CCn2c1nc1ccccc12)C(=O)N1CCCCC1,5,1.0,-0.7,11,-1.1,-25,30,-1.7,0
CCOC(=O)C1(Cc2cccc(F)c2)CCN(Cc2cnc(C)s2)CC1,-8,-2.4,1.2,-1,-0.4,-3,40,-3.2,-4
COCCCNC(=O)CCSc1ccc(Cl)cc1,-4,-1.5,1.4,-1,-0.7,-2,-10,0.0,-1
CCOc1ccccc1NC(=S)NCCc1ccccc1,-1,-3.3,-0.7,6,-1.7,-9,29,-2.1,0
Cc1cc(C)nc(NC(=O)CCC2CCCC2)c1,-14,-5.8,-1.1,3,-2.4,-8,-4,-0.4,-3
O=Nc1c(-c2cccc([N+](=O)[O-])c2)nc2ncccn12,-1,-0.5,-1.1,7,1.8,2,2,2.0,-1
Cc1ccc(C2Nc3ccccc3C(=O)N2CCN2CCNC2=O)cc1 (stereo unspecified),-12,-1.8,1.2,2,0.7,-5,17,-1.7,2
Cc1cc([N+](=O)[O-])nn1CC(=O)Nc1nccs1,-3,-3.5,0.1,-8,0.0,-1,-4,0.1,3
CCC1(O)c2ccccc2-c2ncccc21 (stereo unspecified),2,-3.3,1.2,3,0.0,0,30,-2.2,-3
CCOC(=O)c1c(N)sc(C(=O)N2CCCCCC2)c1C,0,-2.1,1.0,-4,-1.4,-32,7,-0.9,-7
O=c1oc2ccccc2c(O)c1Cc1cc(Cl)c2cccnc2c1O,4,-1.0,0.4,29,-0.9,-16,25,-2.0,-5
COCCn1c(C)cc(C2=NNC(=Nc3ccc(Cl)cc3Cl)SC2)c1C,7,0.7,-0.7,37*,-0.7,-12,46,-0.5,-6
COc1ccc(N(C)C(=O)c2oc(=O)c3ccccc3c2-c2ccc(C)cc2)c(OC)c1,-4,-4.8,-0.5,16,-0.3,-7,12,-3.6,-4
CCOC(=O)C1=C(N)OC2=C(C(=O)CC(C)(C)C2)C1c1ccc(C)s1 (stereo unspecified),-3,-3.3,-0.3,4,-1.4,8,12,-1.1,5
COc1ccc(OC)c(CCNC(=O)c2ccc(CS(=O)Cc3cccc(Cl)c3)o2)c1 (stereo unspecified),14,-0.9,6.2,2,3.0,-52,22,-1.3,-1
OCCOCCOCCn1c2ccccc2c2ccccc21,5,-1.3,-0.1,-5,-0.5,-15,-12,-0.1,-3
Cc1cccc(N2CCN(S(=O)(=O)c3c(C)nc4scc(C)n4c3=O)CC2)c1C,-9,-2.5,6.3,0,3.9,-36,32,-2.6,7
O=[N+]([O-])c1cc(-c2ccc(C(=S)N3CCOCC3)o2)ccc1Cl,-21,-2.9,0.6,18,-1.0,-3,61*,-1.1,-4
# Other results
SMILES,GPR7 antagonist,IMP-1 inhibitor,V1R ag counter,NS3 helicase inh,OXTR agonist,FID counter,PHOSPHO1 block,VIM-2 inhibitor,GalR3 antagonist
COc1ccc(COc2ccc(C3C(S(=O)(=O)c4ccccc4)CON3C)cc2OC)cc1 (stereo unspecified),-13,-2.8,0.0,6,0.4,-2,46,-2.1,-6
O=C(O)CC1NC(=O)N(C2CCCCC2)C1=O (stereo unspecified),1,-2.7,1.6,1,0.4,2,2,-2.4,-1
O=C(O)CC(NC(=O)c1ccc2c(c1)OCO2)c1cccc([N+](=O)[O-])c1 (stereo unspecified),-6,-3.1,0.1,-2,-0.1,1,-33,-2.4,-1
O=C(COc1ccccc1[N+](=O)[O-])OC1CCS(=O)(=O)C1 (stereo unspecified),-1,-2.7,1.3,-8,1.9,-7,-3,-2.1,-8
COC(=O)c1[nH]c2ccc(C)cc2c1NC(=O)CN1CCN(Cc2ccccc2)CC1,-2,-1.7,0.7,-6,1.9,-3,85*,0.1,-4
O=C(NCc1ccccn1)C(C(=O)c1cccc([N+](=O)[O-])c1)n1cc(Cl)ccc1=O (stereo unspecified),4,-1.5,0.2,5,-0.1,-5,31,-0.5,-2
CCCOc1nc2c(c(=O)n(C)c(=O)n2C)n1CC,10,-1.5,x,-1,x,-6,-2,0.4,x
O=C(Nc1ccc(F)cc1F)C1CCCN(c2ncnc3c2nc2n3CCCCC2)C1 (stereo unspecified),1,-3.2,1.0,3,-1.1,-46,17,-1.2,x
Cn1c(=O)[nH]c(=O)c2c1nc(N1CCc3ccccc3C1)n2CCSc1nc2ccccc2s1,-9,-2.4,-0.1,3,0.5,2,7,-2.6,-4
O=C(O)c1cccc(N2C(=S)N=C(Nc3ccccc3)C23CCCCC3)c1,-14,-1.3,0.7,-19,2.8,-31,39,-0.9,-4
CCc1cc(Br)ccc1N1C(=O)C2CC=CCC2C1=O (stereo unspecified),-10,-1.9,1.5,-6,-1.1,-7,-9,1.2,8
Cc1oc2nc(SCCCC(=O)NCCCO)nc(N)c2c1C,5,-0.2,0.4,-2,0.4,-1,7,0.9,-2
CCN(CC)S(=O)(=O)c1ccc(N2CCOCC2)c(NC(=O)c2ccccc2F)c1,-9,-2.3,0.7,-10,0.1,1,32,-2.1,-3
Cc1cc(C(=O)N/N=C/c2c(C)[nH]n(-c3ccccc3)c2=O)n[nH]1,-6,-5.3,-1.2,8,-0.5,-7,27,-5.2,-2
CC1CCCN(C(=O)CCNC(=O)c2ccccc2Cl)C1 (stereo unspecified),-9,-2.8,0.9,-2,-0.1,-10,23,0.7,0
COC(=O)[C@@]1(Cc2ccc(F)cc2)[C@H]2c3cc(C(=O)N(C)C)n(CCSCCO)c3C[C@H]2CN1C(=O)c1ccccc1,21,-1.3,2.4,-13,2.3,-53,8,-4.4,-3
O=C(O)CCC(=O)N(Cc1cccnc1)Cc1cccc(F)c1,-4,-0.8,0.1,5,0.3,3,-18,-2.7,3
CCn1c(-c2ccc(C)cc2)n[nH]c1=S,-17,-3.1,2.4,5,2.3,-7,100*,-2.2,-2
c1ccc(Sc2nc(N3CCCCC3)nc(N3CCCCC3)n2)nc1,6,-2.0,-1.1,-3,-2.1,-32,12,-2.4,-4
Cc1cccc(/C=N/NC(=O)c2cccc([N+](=O)[O-])c2)n1,12,-3.1,-0.1,-13,-0.1,-1,28,-1.1,-5
O=C(Nc1cccc2cccnc12)c1cccc2ccccc12,5,-2.4,-0.1,0,-1.8,-5,17,-0.9,-3
O=C(Cn1c(=O)c2cccn2c2cccnc21)N1CCN(c2ccccc2F)CC1,-1,-1.1,-0.4,4,0.0,-45,8,2.0,-4
Cc1nc(C)c(C(=O)O)c(-c2cccs2)c1C(=O)O,-14,-4.5,1.0,-1,-0.5,3,27,-0.9,-6
COc1ccc(OCCCC(=O)Oc2ccc(OC)cc2)cc1,4,-1.6,0.5,0,-0.4,-15,-16,-1.3,4
O=C(COc1ccc(Br)cc1Br)NNC(=O)c1cccs1,-1,1.0,2.5,-3,-0.3,-10,23,-2.7,-9
